Source: PubChem BioAssay (National Center for Advancing Translational Sciences (NCATS))
Sm TGR block: inhibitors of Schistosoma mansoni thioredoxin glutathione reductase; purified TGR, DTNB reduction, TNB absorbance 405 nm; 3% of 360,000 active; Potency, µM (top dose mostly 114 µM), for the others: at the highest dose activity change, negative = inhibition, hits mostly inhibitors; also: potency is read from the fitted curve at half-maximal effect; nearly all actives have a fitted effect of over 60% in size
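TGR 20 nM + NADPH 100 uM (dispensed conc.), cpd preinc 15 min RT; start with NADPH (500 uM addition) then DTNB (15 mM addition). Kinetic TNB absorbance, 405 nm filter. Four-parameter Hill fit across titration.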
AmpC detergent: blocks E. coli AmpC beta-lactamase in detergent assay. P00811. AID 485294. 0.041% of 370,000 active. AmpC hydrolysis of nitrocefin, absorbance 480 nm, 0.01% Triton. Potency, µM (top dose mostly 114 µM), inactives show top-dose activity change, negative = inhibition, hits mostly inhibitors;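 also: potency is read from the fitted curve at half-maximal effect; 0% = no-compound wells and -100% = no-enzyme wells; nearly all actives have a fitted effect of over 25% in size; some results filed as inactive show a strong effect at the top dose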
Target sequence (P00811 whole entry, looked up): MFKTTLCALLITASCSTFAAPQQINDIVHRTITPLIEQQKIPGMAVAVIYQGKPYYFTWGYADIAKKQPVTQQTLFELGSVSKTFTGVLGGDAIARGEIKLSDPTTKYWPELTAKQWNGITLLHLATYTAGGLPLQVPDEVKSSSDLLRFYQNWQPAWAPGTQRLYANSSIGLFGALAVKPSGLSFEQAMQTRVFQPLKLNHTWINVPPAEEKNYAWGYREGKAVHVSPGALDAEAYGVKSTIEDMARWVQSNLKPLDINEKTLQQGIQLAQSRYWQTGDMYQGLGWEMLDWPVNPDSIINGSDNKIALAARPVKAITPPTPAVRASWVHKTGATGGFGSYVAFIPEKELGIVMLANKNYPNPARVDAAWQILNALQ
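20 mM phosphate pH 7.0 + 0.01% (detergent screen) or 0.0001% Triton X-100; 5.3 nM AmpC reagent; cpd preinc 15 min RT; nitrocefin (800 uM stock) to start; A480 q20 s × 4 min; Activity was normalised to no-enzyme and no-compound control wells.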
AmpC inh no detg: AmpC beta-lactamase inhibition without detergent. AID 485341. AmpC nitrocefin hydrolysis, absorbance 480 nm, 0.0001% Triton. Potency, µM (titrated, usually from 57.1 µM), inactives show top-dose activity change, negative = inhibition, usual class: inhibitors. P00811. 0.52% of 330,000 active;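 also: potency is read from the fitted curve at half-maximal effect; plate controls were no compound for no effect and no enzyme for full effect; nearly all actives have a fitted effect of over 20% in size; some results filed as inactive show a strong effect at the top dose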
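20 mM phosphate pH 7.0 + 0.01% (detergent screen) or 0.0001% Triton X-100; 5.3 nM AmpC reagent; cpd preinc 15 min RT; nitrocefin (800 uM stock) to start; A480 q20 s × 4 min; Activity was normalised to no-enzyme and no-compound control wells.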
Giardia FBPA inh: blocks Giardia fructose-bisphosphate aldolase activity. A8B2U2. purified Giardia FBPA. Potency, µM (series often up to 59.6 µM), for inactives: at the highest dose activity, negative = inhibition, usual class: inhibitors. 0.71% of 290,000 active. AID 2451; also: potency is read from the fitted curve at half-maximal effect; nearly all actives have a fitted effect of over 55% in size
Target sequence (A8B2U2 whole entry, looked up): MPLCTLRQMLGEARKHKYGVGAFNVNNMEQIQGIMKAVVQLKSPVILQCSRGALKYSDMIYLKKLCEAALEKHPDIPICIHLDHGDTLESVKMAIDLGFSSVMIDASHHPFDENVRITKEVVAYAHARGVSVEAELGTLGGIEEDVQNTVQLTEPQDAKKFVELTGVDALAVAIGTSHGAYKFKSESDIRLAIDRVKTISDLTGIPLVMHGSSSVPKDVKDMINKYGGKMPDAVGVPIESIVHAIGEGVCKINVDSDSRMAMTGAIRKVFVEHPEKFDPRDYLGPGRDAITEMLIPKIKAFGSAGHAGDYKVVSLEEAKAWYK
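Giardia FBPA (40 nM reagent) was preincubated 10 min at RT with compound (up to 57.5 uM final), then substrate plus GAPDH/TPI/NAD/arsenate coupling system with diaphorase/resazurin was added; resorufin fluorescence (525/598 nm) was read after 20 min.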
HCMV inh: human cytomegalovirus inhibition | HFF cells, HCMV-luciferase reporter, 72 h; stronger effect = lower value | activity change, negative = inhibition, % at 57.5 µM | 4.5% of 410,000 active | AID 1259415; in the data active = activity change below about -60%; inconclusive = no clear call, values can overlap the other calls; inactive = above about -39%
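Human foreskin fibroblasts infected with luciferase-reporter HCMV at MOI 1 PFU/cell, compounds at two doses. Luciferase measured 72 h post infection; normalized to buffer-only basal and Salinomycin (10uM) controls.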
AMA1-RON2 inh: disrupts binding of P. falciparum AMA1 to RON2 | AlphaScreen AMA1-biotinylated RON2 peptide binding | Potency, µM (titrated, usually from 58.2 µM), without a hit: at the highest dose activity change, negative = inhibition, most hits filed as inhibitors | 0.2% of 360,000 active | AID 720542;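 also: potency is read from the fitted curve at half-maximal effect; 0% = vehicle wells and -100% = peptide control; nearly all actives have a fitted effect of over 45% in size; some results filed as inactive show a strong effect at the top dose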
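AMA1 (3D7) with his tag at 25 nM final met compounds first, then biotinylated RON2 peptide at 25 nM; detection used donor plus acceptor beads, 10 µg/mL apiece, read by AlphaScreen after 30 min at room temperature.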
The depositor's hits bear a star; ? = inconclusive; . = not tested or not shown; [ ] = another dose, or the depositor's remark. Unless noted, calls follow the shape of the dose curve; as a rule, active = well fitted curve in the direction sought with a large enough effect; inconclusive = small, poorly fitted or top-dose-only effect, or another doubt; inactive = no such curve, though single readings can be large; an effect the other way counts as inactive or inconclusive. Unless noted, % is scaled to controls: 0 for no effect and ±100 for the full control effect. An unsorted share of the library; any-hit rate near 7.8%.

molecule,Sm TGR block,AmpC detergent,AmpC inh no detg,Giardia FBPA inh,HCMV inh,AMA1-RON2 inh
Cc1nnc(SCc2cn3ccsc3n2)n(N)c1=O,1%,-9%,-8%,-8%,-2,2%
Cc1ccc(N(C(C)C(=O)NCc2ccncc2)S(C)(=O)=O)cc1C (stereo not drawn),-4%,-8%,-8%,3%,-12,4%
CC(C)CNC(=O)COC(=O)Cc1ccc(Cl)cc1,-11%,-6%,-33%,2%,?,1%
CCN(CC(=O)Nc1c(F)cccc1F)C(=O)c1cccc(S(=O)(=O)N2CCCCCC2)c1,3%,5%,-6%,.,-7,1%
Cc1ccc2c(c1)C1CN(C)CCC1N2C(=O)/C=C/c1ccc2c(c1)OCO2 (stereo not drawn),4%,1%,-2%,1%,-36,7%
Cc1cc(C=C2C(=O)NC(=O)NC2=O)c(C)n1-c1ccncc1,?,0%,-33%,-12%,18,-1%
COc1ccc(NC(=O)COc2ccc(S(=O)(=O)NC3CCCCC3)cc2)c(OC)c1,4%,16%,.,.,-6,.
CCN(CC(=O)NCc1cccs1)C(=O)c1ccc(C)o1,.,.,-7%,.,-21,-4%
CCOC(=O)C(NC(C)=O)C(=O)Nc1ccc(OC)cc1 (stereo not drawn),.,8%,-8%,-3%,-19,12%
CCOc1ccc(S(=O)(=O)N2CCCCC2)cc1NC(=O)CC1OC(=O)c2ccccc21 (stereo not drawn),5%,-21%,?,.,-15,-2%
Cc1cccc(NC(=O)c2c(O)c3cccc4c3n(c2=O)CCC4)n1,0%,?,-10%,-2%,.,.
Cc1cc(-c2ccccc2)nc(N/N=C/c2ccc([N+](=O)[O-])cc2)n1,?,-9%,-20%,-1%,-29,-2%
CCOc1cc(/C=N\NC(=O)OC)ccc1OC(=O)c1ccco1,7%,6%,-12%,4%,2,0%
COc1ccc(NC(=O)c2cc(C)nc3ccccc23)cc1S(=O)(=O)N1CCOCC1,.,.,11%,.,26,-13%
O=C(CCc1ccc(S(=O)(=O)N2CCOCC2)cc1)N/N=C/c1ccc(F)cc1F,-1%,-4%,201%[activator],3%,1,-1%
CC(C)CNS(=O)(=O)c1ccc(CCC(=O)N2CCCC2)cc1,8%,7%,4%,1%,-24,24%
C=CCn1c(O)c(C(CC)=Nc2cccc(C(F)(F)F)c2)c(=O)[nH]c1=O,-15%,4%,-23%,-17%,3,-6%
Cc1ccc2nc(N3CCN(c4ccccc4F)CC3)c(C=O)c(=O)n2c1,?,1%,34%,-2%,-5,-5%
Cc1ccc(/C=C/C(=O)Oc2ccc(C#N)cc2)o1,50µM*,-3%,-24%,-8%,.,.
O=C(O)C(c1ccccc1)C(c1ccccc1)c1ccccc1 (stereo not drawn),9%,3%,-17%,-5%,-1,?

The list continues:
molecule,Sm TGR block,AmpC detergent,AmpC inh no detg,Giardia FBPA inh,HCMV inh,AMA1-RON2 inh
Cc1nnc(NC(=O)c2ccc(S(=O)(=O)N(C)c3ccccc3)cc2)s1,-9%,0%,-24%,.,-24,-18%
CCn1c(SCC(=O)N/N=C/c2cc(OC)c(O)c(OC)c2)nc2ccccc21,-14%,-9%,-25%,2%,-14,2%
COc1ccc(CCNC(C(=O)Nc2cc(C)cc(C)c2)c2ccccc2)cc1 (stereo not drawn),-2%,4%,-17%,.,-12,-18%
Cc1cc(C)n2nc(C(=O)N3CCN(c4ccc([N+](=O)[O-])cc4)CC3)nc2n1,0%,5%,33%,4%,-11,0%
CC(C)N=Cc1c(O)[nH]c2ccccc12,9%,0%,-29%,1%,22,-4%
Cc1cc(N2CCC(C)CC2)nc(-c2ccccc2O)n1,-6%,-3%,-5%,4%,-29,48%[activator]
O=C(Nc1ccc2oc(-c3ccncc3)nc2c1)c1ccccc1,9%,3%,-17%,5%,?,5%
C/C(N)=C(/C#N)C(=O)COC(=O)c1cc(S(=O)(=O)N2CCCCC2)ccc1C,17%,1%,-2%,0%,-3,5%
CC(C)CC(=O)Nc1ccc2nc(SCC(=O)N3CCCC3)sc2c1,0%,14%,.,.,40,.
CC1(C)S[C@@H]2[C@H](NC(=O)[C@H](C(=O)O)c3ccsc3)C(=O)N2[C@H]1C(=O)O,0%,-2%,-5%,3%,.,.
COc1ccccc1C(=O)NCCc1c(C)[nH]c2c(C)ccc(F)c12,2%,6%,-16%,0%,-13,-5%
CN1CCN(Cc2nc3ccccc3c(=O)n2Cc2nc(-c3cccc([N+](=O)[O-])c3)cs2)CC1,-15%,3%,227%[activator],?,-14,-24%
Cn1c2ccccc2c(=O)c2c(=O)n(Cc3ccccc3)c(-c3ccc(F)cc3)nc21,26%,-8%,-21%,-4%,-19,-13%
CCc1ccc2c(c1)C(c1ccc(N3CCOCC3)cc1)=NNC(c1ccncc1)=N2,.,-11%,158%[activator],-2%,3,0%
Cn1c(N)c(C(=O)COC(=O)CCCc2c[nH]c3ccccc23)c(=O)n(C)c1=O,13%[11.4 µM],?,32%,-4%,27,-4%
Cc1cc(O)c(C2(C(F)(F)F)NCCNC2=O)cc1C (stereo not drawn),2%,1%,-33%,-11%,-35,3%
CCOC(=O)Cc1csc(NC(=O)CS(=O)(=O)Cc2ccccc2)n1,-1%,?,-29%,0%,10,12%
Brc1ccc2oc3c(N4CCOCC4)ncnc3c2c1,7%,-11%,4%,0%,99,-18%
Nc1ncnc2c1ncn2[C@@H]1O[C@H](COP(=O)(O)O)[C@@H](O)[C@H]1O,-25%,-11%,0%,-3%,45,6%
CCCCn1c(=O)c(CCC(=O)OC(C)C(=O)Nc2cccc(Cl)c2Cl)nc2ccccc21 (stereo not drawn),4%,1%,-14%,1%,44,-3%[11.6 µM]

Part of the list above, field by field.
> CCc1ccc2c(c1)C(c1ccc(N3CCOCC3)cc1)=NNC(c1ccncc1)=N2
- Sm TGR block = .
- AmpC detergent = -11%
- AmpC inh no detg = 158%[activator]
- Giardia FBPA inh = -2%
- HCMV inh = 3
- AMA1-RON2 inh = 0%

> CC(C)N=Cc1c(O)[nH]c2ccccc12
- Sm TGR block = 9%
- AmpC detergent = 0%
- AmpC inh no detg = -29%
- Giardia FBPA inh = 1%
- HCMV inh = 22
- AMA1-RON2 inh = -4%

> CCn1c(SCC(=O)N/N=C/c2cc(OC)c(O)c(OC)c2)nc2ccccc21
- Sm TGR block = -14%
- AmpC detergent = -9%
- AmpC inh no detg = -25%
- Giardia FBPA inh = 2%
- HCMV inh = -14
- AMA1-RON2 inh = 2%

Next section
molecule,Sm TGR block,AmpC detergent,AmpC inh no detg,Giardia FBPA inh,HCMV inh,AMA1-RON2 inh
COc1cc(C(=O)OCC(=O)NC(C)CCc2ccccc2)cc(OC)c1OC (stereo not drawn),-8%,-1%,53%,9%,-25,26%
Cn1cc(S(=O)(=O)N2CCCC(C(=O)O)C2)cn1 (stereo not drawn),1%,3%,-19%,3%,-34,16%
COc1ccccc1N1CCN(S(=O)(=O)c2cc(-c3cc(C)no3)ccc2C(C)C)CC1,4%,4%,-34%,-1%,-23,-2%
CCC(c1nnnn1Cc1ccccc1)N(Cc1ccco1)Cc1cc2cc(OC)ccc2[nH]c1=O (stereo not drawn),?,-12%,-3%,-4%,-2,-6%
CN(CCOc1ccc(Cl)cc1)C(=O)CN1C(=O)NC2(CCCC2)C1=O,3%,?,50%,.,?,-4%
Cc1ccc(NC(=O)C2CC(=O)N(CCc3ccccc3)C2)c(C)c1 (stereo not drawn),6%,-3%,2%,3%,-1,-6%
O=[N+]([O-])c1ccc2[nH]c3c(c2c1)CCCC3,3%,10%,-39%,7%,?,?
Cc1ccc(NC(=S)N(CCN(C)C)Cc2cccs2)cc1,13%,0%,-5%,0%,-38,-12%
CCc1ccc(Nc2ncc3c(n2)CC(c2ccco2)CC3=O)cc1 (stereo not drawn),40µM*,-5%,-11%,5%,-6,8%
Cc1ccc(C(=O)OCC(=O)NCc2cc(C)c(O)c(C)c2)cc1S(=O)(=O)N1CCCCC1,-9%,7%,-36%,.,?,-7%
Cc1cccc(C)c1NC(=O)CN(C)C(=O)CCc1nc2sc3c(c2c(=O)[nH]1)CCCC3,-7%,-3%,127%[activator],.,-7,3%
C=CCNc1nc(C2(C)CC3(CC(C)OC3=O)C(=O)O2)cs1 (stereo not drawn),-23%,-9%,-14%,1%,9,-4%
COc1ccc(CC(=O)OCC(=O)N2CCN(S(=O)(=O)c3ccc(C)cc3C)CC2)cc1OC,-16%,?,199%[activator],.,-33,-8%
COC(=O)[C@H]1C[C@H]1[C@@H](NC(=O)c1ccc[nH]1)c1ccccc1,.,.,.,24%,-9,12%
C/C(CCc1ccc2c(c1)OCO2)=N\NC(=O)c1ccccc1Br,9%,5%,-20%,-7%,10,24%
Cc1cccc(NC(=O)COc2ccccc2C)n1,1%,-3%,-7%,0%,51,14%
Cc1ccc(-c2nnc(Nc3cccc(O)c3)c3ccccc23)cc1S(=O)(=O)N1CCCCC1,-19%,-10%,.,.,-74*,.
CCOC(=O)CCCCC(=O)c1[nH]c(=O)[nH]c1CSc1nnc2c3cc(Br)ccc3n(C)c2n1,-36%,-12%,-15%,-6%,.,.
O=C(NNc1nc(-c2ccccc2)cs1)c1ccco1,-1%,-7%,-39%,9%,1,0%
CC1CN(c2nc3c(c(=O)n(Cc4ccc(Cl)c(Cl)c4)c(=O)n3C)n2C)CC(C)O1 (stereo not drawn),6%,1%,39%,-10%,-21,-2%

(listing goes on)
molecule,Sm TGR block,AmpC detergent,AmpC inh no detg,Giardia FBPA inh,HCMV inh,AMA1-RON2 inh
Cc1cccc(-c2noc(-c3cccnc3NCc3ccco3)n2)c1,-4%,-4%,.,.,1,.
CCCCC(=O)Nc1cnc(NC(=O)c2ccco2)cc1C,5%,2%,-21%,-6%,35,7%
S=C(Nc1ccc(Cl)cc1)NC1CCN(Cc2ccccc2)CC1,1%,0%,-19%,5%,-35,-3%
COCCCn1c(-c2ccc(OC)cc2)nc2c1c(=O)[nH]c(=O)n2Cc1ccccc1,-5%,8%,-10%,-7%,-8,-9%
Cc1ccc2nc(SCC(=O)Nc3cc([N+](=O)[O-])ccc3F)[nH]c2c1,-18%,-1%,-45%,-5%,-91*,-5%
CC(C)(C)C(=O)Nc1scc(-c2ccc(-c3ccccc3)cc2)c1C(=O)O,0%,1%,-29%,-7%,-1,-8%
CC1(C)C(=O)OC(c2cccn2-c2ccc([N+](=O)[O-])cc2)C2(CCCCC2)C1=O (stereo not drawn),-12%,-13%,-21%,2%,7,-6%
CCCCOC(=O)C1C2C=C[C@]3(CN(CCCOC)C(=O)[C@H]13)O2 (stereo partly drawn),0%,?,0%,0%,45,4%
CN(CC(=O)Nc1ccc(F)cc1)C(=O)Cn1cnc2ccc([N+](=O)[O-])cc2c1=O,.,.,-22%,.,-35,-8%
O=C1N=C(N2CCCC2)S/C1=C\c1ccccc1,-10%,?,-14%,6%,-11,0%
O=C(Nc1c(C(=O)N2CCOCC2)oc2ccccc12)c1ccccc1Cl,-6%,-1%,27%,.,-22,3%
